D1 allo mod – D1 dopamine receptor (human) allosteric modulation | P21728 | HEK293 D1, CRE-luciferase, dopamine EC30 potentiation; actives deviate in either direction | B-score at 10 µM | 58,000 tested, 5.9% active | AID 641;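 active = luminescence count or its row- and column-corrected plate score outside the 99.7% band of the plate's sample wells, on either side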
Target sequence (P21728 whole entry, looked up): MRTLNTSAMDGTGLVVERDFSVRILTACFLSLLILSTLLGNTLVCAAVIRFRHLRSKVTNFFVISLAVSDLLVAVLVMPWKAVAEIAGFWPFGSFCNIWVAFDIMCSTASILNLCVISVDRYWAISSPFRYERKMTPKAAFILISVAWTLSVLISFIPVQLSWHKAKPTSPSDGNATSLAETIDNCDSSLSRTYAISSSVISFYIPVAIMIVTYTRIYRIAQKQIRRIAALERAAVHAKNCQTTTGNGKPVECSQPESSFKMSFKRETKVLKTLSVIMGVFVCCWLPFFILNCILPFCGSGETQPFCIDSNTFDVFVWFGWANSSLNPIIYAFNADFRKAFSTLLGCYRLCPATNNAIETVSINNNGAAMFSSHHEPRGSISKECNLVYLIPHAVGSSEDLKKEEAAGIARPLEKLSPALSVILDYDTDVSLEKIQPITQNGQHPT
HEK293 NFkB inh – lowers PMA/ionomycin-induced NF-kB signal in HEK293 cells | inhibition, % at 3 µM | AID 465 | HEK-293 NF-kB luciferase reporter, luminescence | 62,000 tested, 0.21% active;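 active = inhibition above the mean of all tested compounds plus 3 SD, cut at about 40% in these data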;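 note: 0% = stimulated DMSO wells and 100% = 10 µM reference inhibitor 5653914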
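Material: HEK-293 cells with stable firefly luciferase reporter driven by four HIV NF-kB elements / Also added: PMA plus ionomycin mix as NF-kB-activating stimulus / Compound dosing: 3 µM once, 0.30% DMSO / Times: 1 h pretreatment, 16 h stimulation, 37 °C / Signal: luminescence / Evaluation: per-plate % inhibition versus controls / Benchmarks: DMSO and 10 µM reference inhibitor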
S1P3 ag – agonists of human S1P3 receptor; 60,000 tested, 0.1% active; activation, % at 4.5 µM; S1P3 NFAT-BLA reporter cells, agonism, FRET ratio; relative to 1 µM S1P, basal subtracted; Q99500;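 active = activation above the screen-wide mean plus 3 SD, cut at about 4.5% in these data, passing the limit was not always enough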; note: some compounds called inactive have numbers as strong as hits
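Assay system: stable CHO line with human S1P3, Gα16, NFAT-BLA reporter; Detection: FRET β-lactamase substrate fluorescence, excitation 405 nm, 460/535 nm emission ratio, background-subtracted; Read-out: percent activation versus median 1 µM S1P response, basal-subtracted, per plate; Incubation: cells plated overnight, compound 4 h 37 °C, substrate 2 h RT.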
Jurkat tox 60K – reduces viability or proliferation of Jurkat cells; Jurkat E6.1 viability, ATP luminescence, 48 h; inhibition, % at 4 µM; 56,000 tested, 1.2% active;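 active = inhibition above the mean inhibition of all tested compounds plus 3 SD, cut at about 28% in these data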
TNAP act mid DEA – activates human TNAP at intermediate phosphate acceptor concentration; AID 813; activation factor at 20 µM; P05186; 64,000 tested, under 10 active; purified TNAP, CDP-star luminescence, 100 mM DEA, 30 min; active compounds read high; scale: 0 levamisole-inhibited, 1 vehicle-only enzyme;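 active = activation factor of at least 2 at 20 µM, relative to controls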
E coli RNAP – blocks E. coli RNA polymerase transcription | P0A8V2 | fluorescence transcription assay | inhibition, %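 (tested at 10 µM)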 | 62,000 tested, 0.2% active | AID 559; in the data active = inhibition above about 20%;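 note: 0% = enzyme without compound and 100% = no enzyme blank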
M1 antag – antagonists of rat M1 muscarinic receptor; P08482; CHO-M1 cells, Fluo-4 calcium, ACh EC80 antagonist mode; active compounds read low; B-score at 10 µM; 64,000 tested, 3.4% active; AID 628;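 active = calcium fluorescence response, raw or row-and-column corrected B-score, differing from the plate sample mean either way at a set confidence level, mostly lower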
Target sequence (P08482 whole entry, looked up): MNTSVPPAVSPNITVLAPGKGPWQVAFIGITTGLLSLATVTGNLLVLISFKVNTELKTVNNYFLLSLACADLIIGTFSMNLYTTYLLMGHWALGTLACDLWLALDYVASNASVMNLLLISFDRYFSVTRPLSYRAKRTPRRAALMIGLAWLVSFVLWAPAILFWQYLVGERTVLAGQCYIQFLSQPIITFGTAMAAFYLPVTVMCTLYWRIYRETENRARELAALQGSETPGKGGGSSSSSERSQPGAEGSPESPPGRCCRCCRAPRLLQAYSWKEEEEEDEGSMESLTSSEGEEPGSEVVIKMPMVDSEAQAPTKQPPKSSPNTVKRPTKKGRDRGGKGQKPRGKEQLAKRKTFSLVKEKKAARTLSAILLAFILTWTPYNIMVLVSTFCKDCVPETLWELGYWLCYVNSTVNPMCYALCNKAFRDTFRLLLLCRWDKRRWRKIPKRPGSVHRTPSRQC
S1P1 ag-PAM – S1P1 (human) agonism or agonism potentiation. S1P1 CRE-bla cells, forskolin, beta-lactamase FRET, potentiator mode; S1P1 agonist co-added at EC20, 2 nM; 100% = saturating reference agonist, 0% = basal. activation, % at 9.5 µM. 56,000 tested, 0.57% active. AID 449;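 active = activation above a cutoff set at the mean activation of all tested compounds plus 3 SD, cut at about 54% in these data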;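 note: forskolin at 4 µM as EC80 and the EC20 agonist is SEW2871; 100% = SEW2871 at its EC100 plus forskolin at EC80; some compounds past the cut are filed as inactive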
M1 agonist – M1 muscarinic receptor agonism; B-score at 10 µM; AID 626; CHO-M1 cells, Fluo-4 calcium fluorescence, agonist mode; active compounds read high; 64,000 tested, 3% active;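 active = fluorescence rise, raw or as B-score row- and column-corrected plate score, outside the 99.7% band of its plate's samples, either direction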
* marks the source's active call; other numbers are inactive results; x = not tested or not shown.

SMILES	D1 allo mod	HEK293 NFkB inh	S1P3 ag	Jurkat tox 60K	TNAP act mid DEA	E coli RNAP	M1 antag	S1P1 ag-PAM	M1 agonist
COc1ccc(Cn2nnnc2C(c2cccnc2)N2CCN(c3ccc(O)cc3)CC2)cc1 (configuration not stated)	-1.1	13	1.1	6	0.9	9	0.59	20	-0.14
CCn1c(CNc2ccc(OC)cc2)nnc1SCC(=O)c1ccc(OC)cc1	-0.21	12	-0.5	2	0.8	3	1.7	10	0.25
O=C(O)CSc1ncn[nH]1	x	-10	-1.0	-6	0.9	9	-0.005	-19	-0.31
Cc1nn2cnc3sc4c(c3c2nc1=O)CCCC4	x	x	-3.4	x	0.9	6	-0.48	20	0.54
Cc1ccc(CNC(=O)C2CC(=O)N(C3CCCCCCC3)C2)cc1 (configuration not stated)	-0.097	11	-0.1	0	1	-1	0.73	0	0.14
COc1ccc(Br)cc1S(=O)(=O)N(CC(=O)N1CCOCC1)c1ccccc1	-1.8	11	-1.0	8	0.9	4	0.41	8	0.087
Cc1cc(C)n(-c2nc3ccccc3nc2N2CCN(C(=O)c3ccc(F)cc3)CC2)n1	0.016	12	-1.0	5	0.9	-3	-0.089	x	0.069
Cc1ccc(Cl)cc1N1CCN(C(=O)CCC(=O)O)CC1	0.0025	11	x	x	0.9	7	1	x	0.93
COc1cccc(-c2nnc(SCc3nc4ccccc4[nH]3)n2N)c1	-1.1	6	-1.7	3	1.1	6	0.4	x	1.4
O=C(Nc1cccc(O)c1)c1cc(S(=O)(=O)N2CCCC2)ccc1Cl	-0.58	15	x	x	1	4	-0.02	x	0.73
O=C(NC1CCCCC1)N1CCN(Cc2nc3ccccc3c(=O)[nH]2)CC1	0.91	8	0.2	-7	0.9	9	0.86	-10	-0.028
Cn1c(CCNC(=O)C(C)(C)C)nc2ccccc21	-0.12	17	x	x	0.9	-3	-0.052	x	-0.52
CC(=O)Nc1ccc(S(=O)(=O)N(C)c2ccc(O)cc2)cc1	-1.3	18	-0.8	-1	1	10	0.3	6	-0.43
CN(C)CCNc1c2c(c(C#N)c3nc4ccccc4n13)CCCC2	0.54	3	0.8	-1	1.1	8	-4.7*	-10	0.2
CCCc1cc(=O)n2[nH]c(NCc3c(F)cccc3Cl)nc2n1	-0.085	-5	-0.5	1	1	2	0.042	-3	-0.62
Cn1c(C(=O)N2CCCC(C(=O)O)C2)cc2sccc21 (configuration not stated)	0.62	-6	-0.8	-4	0.9	2	0.29	8	0.21
Cc1ccc(Nc2nc(C3CC3)cs2)cc1	-4.9*	-53	-1.5	2	1	-2	0.11	6	0.37
CCCOC(=O)c1ccc(Oc2c(-c3ccc(OCC)cc3O)n[nH]c2C)cc1	-0.074	9	-0.1	4	1	7	0.61	-15	0.73
CCOC(=O)CSc1nc2ccccc2c(=O)n1Cc1ccco1	x	11	0.2	-2	0.9	6	-2.9	-9	-0.3
Cc1c(C(=O)O)c2cc(O)ccc2n1-c1ccccc1	-0.98	4	-0.5	-2	1	-4	-1.4	7	1.1
COc1ccc(N2CCN(C3CC(=O)N(C)C3=O)CC2)cc1 (configuration not stated)	x	-7	-0.8	4	1	5	-0.21	-20	-0.46
CCn1ccnc1C(O)c1cccc(OC)c1OC (configuration not stated)	x	5	-1.8	4	1	-7	-0.1	-11	0.86
CCOC(=O)CCNC(=O)Nc1ccc2nc(C)n(Cc3ccc(Cl)cc3)c(=O)c2c1	-0.68	1	0.4	-3	0.9	9	0.068	-6	-1.1
C=C(C)c1cccc(C(C)(C)NC(=O)NCC2COCCO2)c1 (configuration not stated)	0.26	15	0.6	-5	0.9	9	x	-24	x
Nc1nc(Nc2cccc(C(F)(F)F)c2)nc(C(F)(F)F)n1	8*	-1	2.9	-1	0.8	1	-0.45	-43	-0.42
(more compounds)
SMILES	D1 allo mod	HEK293 NFkB inh	S1P3 ag	Jurkat tox 60K	TNAP act mid DEA	E coli RNAP	M1 antag	S1P1 ag-PAM	M1 agonist
Cc1cc(C)c(C#N)c(N2CCN(CCOc3ccc(Cl)cc3)CC2)n1	-0.89	18	-1.4	4	1	2	-1.4	18	-0.58
Cc1cc2c(cc(C(=O)NCCCN3CCOCC3)n2Cc2ccc(Cl)cc2)o1	0.25	24	-0.4	0	0.9	5	-0.27	-5	-0.37
CC12C(=O)N(c3nccs3)C(=O)C1C1C=CC2C1 (configuration not stated)	0.031	15	-0.6	-3	1	5	0	-7	0.73
Cc1csc(NC(=O)c2ccc(C)c(S(=O)(=O)N3CCCCC3)c2)n1	-0.13	19	0.2	1	1	5	-0.61	8	0.26
O=C(CCc1nc(-c2ccccc2F)no1)NC1CCCCCC1	-1.6	2	-0.5	-1	0.9	7	-1.7	-11	-0.77
C=C(C)CSc1nnc(CCNC(=O)OC(C)(C)C)o1	0.22	12	-1.2	5	0.9	-5	0.84	10	0.35
O=C(c1ccc(N2C(=O)CCC2=O)cc1)N1CCOCC1	-0.33	9	-0.7	-11	0.9	4	-0.026	-14	0.2
CC1(C)CC2CC(C)(CN2C(=O)CCCN2C(=O)c3ccccc3C2=O)C1 (configuration not stated)	0.64	9	0.0	7	0.9	2	0.37	-5	0.71
CCCC(=O)Nc1c(O)c2ccccc2[nH]c1=O	-0.44	8	0.1	-6	0.9	10	-0.15	-4	-0.1
CCCCn1c(CNC(=O)CC)nc2ccccc21	0.0019	11	-1.1	-13	0.9	6	-0.36	-16	-0.12
CN1CCN(c2ccc(Cl)cc2NC(=O)c2nn(-c3ccccc3)c(=O)c3ccccc23)CC1	0.99	9	-0.3	-3	0.9	7	0.065	-7	-0.8
COC(=O)c1[nH]c2cccc(OC)c2c1NC(=O)CCN1CCC(C)CC1	-1	13	-0.9	6	1	9	-0.27	4	-0.41
OCCCc1nc2n(n1)C(c1ccccc1)C=C(c1ccc(F)cc1)N2 (configuration not stated)	0.077	12	-0.9	5	x	x	0.15	13	2.3
CCOC(=O)C1CCN(C(=O)CN(c2cccc(OC)c2)S(=O)(=O)c2ccccc2)CC1	x	-7	-1.8	-3	1	8	-0.49	4	0.037
COC(=O)c1c(-c2cccc(C)c2)csc1N	1.3	19	-0.4	2	0.9	11	0.0051	12	0.15
C/C(=N\O)C(=O)NCCCNCCCN(C)C	0.038	x	-2.1	x	0.9	10	0.47	-3	0.31
COc1ccc(C(C)=O)cc1COC(=O)c1ccc(OCc2c(C)noc2C)cc1	0.18	8	1.5	-4	0.9	5	0.24	17	-1.6
CCC(=O)N1CCc2cc(S(=O)(=O)CCC(=O)N3CCc4ccccc4C3)ccc21	-1.9	4	-0.7	-6	1	10	-0.5	13	0.23
Cc1csc(SCC(=O)Nc2c(C)n(C)n(-c3ccccc3)c2=O)n1	0.041	14	-1.6	8	0.9	2	0.83	15	0.4
Cc1cnc(C(=O)OCC(=O)Nc2ccc(Oc3ccccc3)cc2)cn1	0.0099	8	0.0	0	0.8	3	-0.78	-11	-0.016
CCc1cc(=O)oc2cc(C)c3c(C)coc3c12	0.73	16	-0.8	-3	0.9	x	0.025	-13	0.11
Cn1c(C(=O)O)c(CC(=O)NCc2cccnc2)c2ccccc21	-0.0048	12	0.4	2	1	-1	0.26	-5	0.48
CN1CCN(Cc2c(O)ccc3c2oc(=O)c2ccccc23)CC1	-0.32	4	-1.3	11	0.9	1	-0.0098	-20	-0.55
Cc1nnc2n(CCc3ccccc3)c(=O)c3c4c(sc3n12)CCCC4	-0.0035	12	0.4	-6	1	8	-1.8	x	1.1
O=C(CCS(=O)CCC(=O)NCc1ccccc1)NCc1ccccc1	-0.085	16	-1.1	-2	1	12	-0.33	-20	-1.3

Next part, overlapping the part above by 4 compounds.
SMILES	D1 allo mod	HEK293 NFkB inh	S1P3 ag	Jurkat tox 60K	TNAP act mid DEA	E coli RNAP	M1 antag	S1P1 ag-PAM	M1 agonist
Cn1c(C(=O)O)c(CC(=O)NCc2cccnc2)c2ccccc21	-0.0048	12	0.4	2	1	-1	0.26	-5	0.48
CN1CCN(Cc2c(O)ccc3c2oc(=O)c2ccccc23)CC1	-0.32	4	-1.3	11	0.9	1	-0.0098	-20	-0.55
Cc1nnc2n(CCc3ccccc3)c(=O)c3c4c(sc3n12)CCCC4	-0.0035	12	0.4	-6	1	8	-1.8	x	1.1
O=C(CCS(=O)CCC(=O)NCc1ccccc1)NCc1ccccc1	-0.085	16	-1.1	-2	1	12	-0.33	-20	-1.3
O=S(=O)(Cc1ccc(Cl)cc1)N1CCCC1	0.32	3	-1.5	2	1	0	0.44	-10	-0.44
O=S(=O)(NC1CCCC1)c1ccc(S(=O)(=O)N2CCCN(Cc3ccccc3)C2)cc1	-1.3	1	-0.5	1	1	11	-0.08	4	0.94
Cc1ccc(C(=O)N2CCN(c3ccc(NC(=O)c4cccnc4)cc3)CC2)cc1	-1	11	-0.5	-7	0.9	5	-1.2	2	2.4
CCOC(=O)C1=C(C)OC(N)=C(C#N)C1c1c(C)nn(-c2ccccc2)c1Cl (configuration not stated)	1.1	18	x	x	0.9	4	0.028	x	0.84
CSc1nc(C)cc(-n2cc(F)c(=O)[nH]c2=O)n1	1.2	3	-1.2	-7	0.9	2	0.71	-13	0.035
Cc1ccc(-c2[nH]n3c(=O)c4c(nc3c2C)CCCC4)cc1	-2.1	-8	-1.1	-15	0.9	x	-0.47	-6	0.7
O=C(CSc1nc2c(c(=O)n1-c1ccc(F)cc1)SCC2)Nc1ccc2c(c1)OCO2	0.94	13	x	x	x	x	-0.16	x	-1.3
C=CCNC(=O)C1CCCN(S(C)(=O)=O)C1 (configuration not stated)	-0.04	-8	-1.0	1	0.8	0	0.0041	14	-0.11
COc1ccccc1NC(=O)Nc1ncccc1C	x	12	-0.8	-2	0.9	12	-0.33	-9	-0.045
Nc1cc(C(=O)OCC(=O)NCc2ccco2)ccc1Cl	x	1	-2.2	0	1	-7	0.061	-3	-0.2
C=CCn1c(SCc2nc3ccccc3nc2C)nnc1-c1ccoc1C	0.42	22	-0.6	5	0.9	7	-0.0036	-27	-0.53
O=C1Nc2cc(Cl)cnc2N2CCCC12 (configuration not stated)	0.029	-3	0.1	-4	0.9	1	-0.034	4	13*
CC1=C(C(N)=O)C(c2ccc(C)o2)C(C(N)=O)=C(C)N1	-0.18	4	-0.5	-1	1	0	0.00093	55	0.65
CCOc1ccccc1-n1c(COc2ccccc2)nnc1SCC(N)=O	-0.34	6	-0.1	-6	0.9	2	0.054	-27	0.22
COc1cccc(NC(=O)c2cccc(OC)c2OC)c1	x	-35	-0.6	-2	0.9	11	0.066	-14	0.81
Cc1nnc2n(-c3ccccc3)c(=O)c3c4c(sc3n12)COC(C)(C)C4	x	x	-3.3	x	1	-5	-0.78	-6	-1.4
CCOC(=O)c1cn(CC)c2ccc(S(=O)(=O)N3CC(C)CC(C)C3)cc2c1=O (configuration not stated)	0.45	13	0.3	-5	0.9	7	0.78	-4	0.69
COc1ccc(CNC(=O)C2CCCN(c3nc4ccccc4o3)C2)c(OC)c1 (configuration not stated)	0.43	1	0.8	-3	1	9	0.099	13	-0.079
CCC(=O)N1CCc2cc(S(=O)(=O)NC(C(=O)NCc3ccc(F)cc3)C(C)C)ccc21 (configuration not stated)	-0.0046	20	-1.2	-1	1	4	0.02	3	-0.62
